# SENP7 inh: SENP7 protease inhibitors, primary screen, biochemical, luminescence, uHTS. Sentrin-specific protease 7 (Homo sapiens), Q9BQF6. recombinant SENP7, Z-RLRGG-aminoluciferin luminescence, 40 min. inhibition, % at 5 µM. 330,000 tested, 1.5% active;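 active = inhibition above about 50% at the single test dose, limit read from the data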;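 also: plate controls were DMSO with enzyme for no effect and no enzyme buffer wells for full effect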
# SENP8 block-1: SENP8 protease inhibitors, primary screen, biochemical, luminescence | Sentrin-specific protease 8 (Homo sapiens), Q96LD8 | purified SENP8, Z-RLRGG-aminoluciferin cleavage | inhibition, % at 10 µM | 330,000 tested, 1.2% active | AID 2540, 2010; in the data active = inhibition above about 50%
# Target sequence (Q96LD8 whole entry, looked up): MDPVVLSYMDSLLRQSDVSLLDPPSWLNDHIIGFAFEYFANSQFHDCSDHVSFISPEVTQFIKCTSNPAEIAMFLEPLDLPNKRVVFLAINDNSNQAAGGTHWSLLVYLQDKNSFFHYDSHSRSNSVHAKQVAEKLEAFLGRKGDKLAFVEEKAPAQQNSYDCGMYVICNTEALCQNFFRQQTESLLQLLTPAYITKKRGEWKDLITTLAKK
# NLRP3 yeast inh: NALP3 inflammasome inhibitors in reconstituted yeast, primary screen, luminescence, uHTS. inhibition, % at 10 µM. 330,000 tested, 0.39% active. Yeast reconstituted NLRP3/ASC/caspase-1, beta-gal luminescence, 24 h;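 active = inhibition of 50% or more; inactive = inhibition below 50%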;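 also: plate controls were induced DMSO wells for no effect and uninduced yeast grown without galactose for full effect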
# Apaf1 inhib: inhibitors of human Apaf-1 apoptosome, primary screen, biochemical, DEVD-Rh110 fluorescence, uHTS; Apoptotic protease-activating factor 1 (Homo sapiens), O14727; reconstituted apoptosome caspase-3 activity; inhibition, % at 20 µM; 330,000 tested, 0.71% active; active = inhibition of at least 40% at 20 µM;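 also: plate controls were DMSO wells for no effect and DEVD-CHO caspase inhibitor wells for full effect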
#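 detection = Rh110 fluorescence intensity | test system = biochemical Apaf-1 apoptosome reconstitution | also added = cytochrome c and DEVD-Rh110 substrate | schedule = 30 min plus 50 min, RT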
# HKDC1 inh: HKDC1 hexokinase inhibitors, primary screen, biochemical, fluorescence, uHTS. inhibition, % at 20 µM. AID 493160, 2011. 340,000 tested, 0.16% active. recombinant HKDC1, G6PDH/diaphorase resazurin coupled fluorescence. Q2TB90;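 active = inhibition above about 35% when tested at 20 µM, limit read from the data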;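 also: plate controls were DMSO wells with enzyme for no effect and DMSO wells lacking enzyme for full effect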
# Target sequence (Q2TB90 whole entry, looked up): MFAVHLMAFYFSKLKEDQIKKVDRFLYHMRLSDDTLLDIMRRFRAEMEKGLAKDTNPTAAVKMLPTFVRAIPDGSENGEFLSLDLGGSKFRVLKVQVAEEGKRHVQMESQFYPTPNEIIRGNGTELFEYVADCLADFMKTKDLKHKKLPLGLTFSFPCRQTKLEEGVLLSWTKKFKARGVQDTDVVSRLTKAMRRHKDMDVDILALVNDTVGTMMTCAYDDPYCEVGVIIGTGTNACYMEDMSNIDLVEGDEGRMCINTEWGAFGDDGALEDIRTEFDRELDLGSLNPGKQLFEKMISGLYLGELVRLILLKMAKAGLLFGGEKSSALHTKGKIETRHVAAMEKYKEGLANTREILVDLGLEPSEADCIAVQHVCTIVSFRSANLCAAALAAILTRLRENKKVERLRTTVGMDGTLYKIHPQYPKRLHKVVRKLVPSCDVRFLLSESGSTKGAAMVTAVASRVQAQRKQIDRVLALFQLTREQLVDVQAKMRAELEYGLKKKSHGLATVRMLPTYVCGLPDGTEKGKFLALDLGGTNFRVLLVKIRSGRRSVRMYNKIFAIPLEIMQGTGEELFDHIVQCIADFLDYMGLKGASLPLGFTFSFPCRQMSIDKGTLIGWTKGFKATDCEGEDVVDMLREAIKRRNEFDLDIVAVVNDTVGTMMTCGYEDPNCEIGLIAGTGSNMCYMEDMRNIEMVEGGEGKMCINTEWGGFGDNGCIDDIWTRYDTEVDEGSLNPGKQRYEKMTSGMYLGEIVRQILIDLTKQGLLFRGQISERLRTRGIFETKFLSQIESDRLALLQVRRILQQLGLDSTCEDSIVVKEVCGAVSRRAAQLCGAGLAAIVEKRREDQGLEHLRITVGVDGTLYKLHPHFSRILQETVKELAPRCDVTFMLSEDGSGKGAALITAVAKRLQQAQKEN
#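 Assay system: in-house recombinant HK5 (HKDC1) enzyme. Input: HKDC1 at 5 µg/mL. Medium: Tris pH 8.0 buffer with MgCl2, Tween-20, BSA, BME. Dosing: single 20 µM dose. Schedule: 90 min reaction incubation at room temperature, dark. Signal: resazurin-to-resorufin fluorescence via G6PDH and diaphorase coupling, 525/613 nm. Controls: DMSO-enzyme wells negative, buffer-substituted wells positive.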
# PfGluPho inh: PfG6PD enzyme inhibitors, primary screen, biochemical, fluorescence intensity, uHTS. PfGluPho enzyme, NADPH resazurin-diaphorase fluorescence. inhibition, % at 20 µM. 350,000 tested, 0.78% active. AID 504690, 2011;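 active = inhibition reaching at least a set limit at 20 µM in the primary screen, cut at about 59% in these data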;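 also: 0% = DMSO wells with substrate and 100% = DMSO wells lacking glucose-6-phosphate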
# SENP1 inh: human SENP1 catalytic domain inhibitors, primary screen, biochemical, FRET, uHTS; recombinant SENP1 catalytic domain, CyPet-SUMO1-YPet FRET cleavage; AID 624204, 2012; inhibition, % at 10 µM; Sentrin-specific protease 1 (Homo sapiens), Q9P0U3; 360,000 tested, 0.21% active;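 active = inhibition at least 30% at 10 µM, raw YFP signal under a set limit, fluorescence ratio 0.5 to 1.5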;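 also: 0% = enzyme with DMSO and 100% = no enzyme wells; some results filed as inactive read as strong as hits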
#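 Assay system: hSENP1 catalytic domain, recombinant. Amount: SENP1 enzyme, 20 pM final. Schedule: 50 min reaction, RT, dark. Technique: FRET, CFP and YFP emission. Control set: no-enzyme wells low, DMSO-plus-enzyme wells high control.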
# SENP6 block: SENP6 protease inhibitors, primary screen, biochemical, luminescence, uHTS | inhibition, % at 10 µM | Sentrin-specific protease 6 (Homo sapiens), Q9GZR1 | 330,000 tested, 1.8% active | Recombinant SENP6 catalytic domain, aminoluciferin luminescence;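 active = inhibition above about 50% at the single tested dose, limit read from the data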;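 also: plate controls were DMSO wells with enzyme for no effect and DMSO wells lacking enzyme for full effect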
# SENP8 block-2: human SENP8 protease inhibitors, primary screen, biochemical, fluorescence, Nedd8 protein substrate, uHTS | recombinant SENP8 | inhibition, % at 20 µM | 360,000 tested, 0.64% active | AID 602440, 2012 | Sentrin-specific protease 8 (Homo sapiens), Q96LD8; in the data active = inhibition mostly above about 40%, no sharp cut-off; inactive = mostly below about 27%
# Starred values were filed as active, the others as inactive.
# Key to letters – A = SENP7 inh; B = SENP8 block-1; C = NLRP3 yeast inh; D = Apaf1 inhib; E = HKDC1 inh; F = PfGluPho inh; G = SENP1 inh; H = SENP6 block; I = SENP8 block-2
SMILES: O=C(Cc1ccccc1)Nc1ccc(NC(=O)c2cccc(Cl)c2)cc1
  A: -4; B: -3; C: 1; D: -5; E: -10; F: 22; G: 2; H: -16; I: 2
SMILES: CSCCC(NC(=O)c1cccc([N+](=O)[O-])c1)C(=O)O (stereo not drawn)
  A: 6; B: -2; C: 8; D: 4; E: -10; F: -3; G: 1; H: -10; I: -6
SMILES: CCOC(=O)c1c(NC(=O)C2C3C=CC(C3)C2C(=O)O)sc2c1CC(C)CC2 (stereo not drawn)
  A: 4; B: -3; C: 13; D: 16; E: 6; F: -45; G: 0; H: 4; I: -318
SMILES: Cc1nc2ccccc2nc1CN1CCC(CO)(CC2CCCCO2)CC1 (stereo not drawn)
  A: 1; B: 2; C: 8; D: 4; E: -8; F: 9; G: -38; H: 4; I: -26
SMILES: CCOC(=O)c1sc2nc(N3CCOCC3)c3c(c2c1N)CCC3
  A: 5; B: 0; C: 21; D: 30; E: 4; F: 9; G: -2; H: 5; I: -274
SMILES: O=C(CCCn1c(=S)[nH]c2ccsc2c1=O)Nc1ccc2c(c1)OCCO2
  A: -5; B: -9; C: 5; D: -6; E: 4; F: 7; G: 2; H: 4; I: 8
SMILES: CCCCC(CCC(=O)Nc1ccccc1C(=O)OCC)C(=O)O (stereo not drawn)
  A: 8; B: -2; C: 8; D: -15; E: -1; F: -8; G: 2; H: -19; I: -2
SMILES: CC(C(=O)N1CCN(C)CC1)N1C(=O)c2ccccc2C1=O (stereo not drawn)
  A: -9; B: -9; C: 3; D: -5; E: -9; F: -4; G: -6; H: 3; I: 2
SMILES: O=C(O)c1ccc(NS(=O)(=O)c2cccc(C(=O)Nc3cccc(C(=O)O)c3)c2)cc1
  A: 7; B: 8; C: 1; D: 6; E: 1; F: -3; G: 1; H: 0; I: 19
SMILES: CCN(C(=O)Cn1cnc2c1c(=O)n(C)c(=O)n2C)C1CCS(=O)(=O)C1 (stereo not drawn)
  A: -12; B: -8; C: 9; D: -2; E: -1; F: 8; G: 3; H: -4; I: 9
SMILES: Cc1ccccc1-n1c(SCC(=O)N2CCN(c3ccccc3)CC2)nnc1-c1ccncc1
  A: -10; B: -14; C: -5; D: 2; E: -6; F: 4; G: 1; H: -20; I: 10
SMILES: COc1ccccc1CNC(=O)c1cc(-c2cccnc2)nc2ccccc12
  A: 4; B: 4; C: -3; D: -4; E: -8; F: -13; G: 1; H: 6; I: -27
SMILES: CC(C)CCN1CCN(Cc2ccc(C#CCCO)cc2)CC1CCO (stereo not drawn)
  A: 4; B: 1; C: 21; D: -10; E: -7; F: -7; G: 2; H: 10; I: 9
SMILES: COc1cccc(NC(=O)CN(C)C(=O)/C=C/c2cn(-c3ccccc3)nc2-c2ccc(C)cc2)c1
  A: -7; B: -7; C: 29; D: 11; E: 1; F: 14; G: 0; H: -17; I: -64
SMILES: CC(=O)N1CN(S(=O)(=O)c2ccc(C)cc2)CC1C (stereo not drawn)
  A: -1; B: -2; C: 10; D: -21; E: 3; F: -18; G: 3; H: -8; I: 16

# 4 successive records from above:
# Key to letters – A = SENP7 inh; B = SENP8 block-1; C = NLRP3 yeast inh; D = Apaf1 inhib; E = HKDC1 inh; F = PfGluPho inh; G = SENP1 inh; H = SENP6 block; I = SENP8 block-2
SMILES: O=C(Cc1ccccc1)Nc1ccc(NC(=O)c2cccc(Cl)c2)cc1
  A: -4; B: -3; C: 1; D: -5; E: -10; F: 22; G: 2; H: -16; I: 2
SMILES: CSCCC(NC(=O)c1cccc([N+](=O)[O-])c1)C(=O)O (stereo not drawn)
  A: 6; B: -2; C: 8; D: 4; E: -10; F: -3; G: 1; H: -10; I: -6
SMILES: CCOC(=O)c1c(NC(=O)C2C3C=CC(C3)C2C(=O)O)sc2c1CC(C)CC2 (stereo not drawn)
  A: 4; B: -3; C: 13; D: 16; E: 6; F: -45; G: 0; H: 4; I: -318
SMILES: Cc1nc2ccccc2nc1CN1CCC(CO)(CC2CCCCO2)CC1 (stereo not drawn)
  A: 1; B: 2; C: 8; D: 4; E: -8; F: 9; G: -38; H: 4; I: -26

# The listing picks up, starting 3 compounds before the break.
# Key to letters – A = SENP7 inh; B = SENP8 block-1; C = NLRP3 yeast inh; D = Apaf1 inhib; E = HKDC1 inh; F = PfGluPho inh; G = SENP1 inh; H = SENP6 block; I = SENP8 block-2
SMILES: CC(C)CCN1CCN(Cc2ccc(C#CCCO)cc2)CC1CCO (stereo not drawn)
  A: 4; B: 1; C: 21; D: -10; E: -7; F: -7; G: 2; H: 10; I: 9
SMILES: COc1cccc(NC(=O)CN(C)C(=O)/C=C/c2cn(-c3ccccc3)nc2-c2ccc(C)cc2)c1
  A: -7; B: -7; C: 29; D: 11; E: 1; F: 14; G: 0; H: -17; I: -64
SMILES: CC(=O)N1CN(S(=O)(=O)c2ccc(C)cc2)CC1C (stereo not drawn)
  A: -1; B: -2; C: 10; D: -21; E: 3; F: -18; G: 3; H: -8; I: 16
SMILES: c1cnc(NCCNc2ncccn2)nc1
  A: 1; B: -6; C: 8; D: 2; E: 6; F: -2; G: 2; H: -4; I: 21
SMILES: C=CC[C@H](CC(=O)N(CCO)Cc1ccccc1)C(=O)N[C@H](COC(=O)[C@@H](CC=C)CC(=O)OC(C)(C)C)Cc1c[nH]c2ccccc12
  A: -3; B: -8; C: 11; D: 26; E: 0; F: 27; G: 0; H: -14; I: 22
SMILES: O=C(NC1CCCCC1)c1cc(C2CC2)on1
  A: -4; B: 1; C: 14; D: -21; E: -3; F: 1; G: 2; H: -15; I: 24
SMILES: O=[N+]([O-])c1cccc2ccc(/C=C/c3ccc(F)cc3)nc12
  A: -7; B: -7; C: 23; D: 4; E: 2; F: 18; G: -2; H: 8; I: 16
SMILES: COC(=O)CN1C(=O)[C@H]2[C@@H](c3ccc(C)o3)N3C(=O)CN(Cc4ccc(-c5ccccc5)cc4)C(=O)[C@@]3(C)[C@H]2C1=O
  A: 5; B: 10; C: 8; D: -3; E: -7; F: 16; G: -6; H: -5; I: 0
SMILES: C/C(=C\C(=O)c1ccc(C)o1)Nc1ccc(C(=O)O)cc1C
  A: 4; B: -1; C: 3; D: -7; E: 10; F: -23; G: -30; H: 8; I: 2
SMILES: O=C(Nc1cccnc1)c1cccc([N+](=O)[O-])c1
  A: 1; B: -2; C: 9; D: -3; E: -6; F: -1; G: 4; H: -24; I: 15
SMILES: O=C(COc1ccccc1)N1CCN(S(=O)(=O)c2cccs2)CC1
  A: 2; B: -2; C: 5; D: -2; E: 0; F: -12; G: 0; H: 4; I: 12
SMILES: CSc1ncc(Cl)c(C(=O)Nc2cccc(Cl)c2)n1
  A: 1; B: -1; C: -9; D: 11; E: -3; F: 3; G: 3; H: 4; I: 19
SMILES: COCCn1c(SCC(=O)Nc2nnc(C)s2)nnc1-c1c[nH]c2ccccc12
  A: 0; B: 0; C: 7; D: -3; E: -11; F: 3; G: -1; H: -8; I: 23
SMILES: CC(C)C[C@@]12C(=O)N(c3cccc(Br)c3)C(=O)N1[C@H](c1ccc(Cl)cc1)[C@@H]1C(=O)N(C3CCCCC3)C(=O)[C@@H]12
  A: 12; B: -16; C: 15; D: 15; E: -2; F: 14; G: 3; H: -11; I: 12
SMILES: COCc1ccc(C(=O)N2CCCC(C(=O)c3ccc(Cl)cc3C)C2)o1 (stereo not drawn)
  A: -7; B: -2; C: 8; D: 8; E: 0; F: -22; G: 2; H: -15; I: 25
SMILES: Cc1cc(NC(=O)c2ccccc2-c2ccccc2C(=O)O)no1
  A: 12; B: 0; C: 7; D: 6; E: -3; F: -39; G: 1; H: 8; I: 11
SMILES: COc1ccc(NC(=O)C2CCN(c3cc(C)nc(-c4ccccc4)n3)CC2)cc1
  A: -10; B: -12; C: 19; D: 20; E: -2; F: 3; G: 4; H: -10; I: -12
SMILES: Cn1nnc(NC(=O)CSc2nnnn2-c2ccc(F)cc2)n1
  A: -7; B: -6; C: -3; D: -2; E: -5; F: 0; G: 1; H: -1; I: 19

# Following part
# Key to letters – A = SENP7 inh; B = SENP8 block-1; C = NLRP3 yeast inh; D = Apaf1 inhib; E = HKDC1 inh; F = PfGluPho inh; G = SENP1 inh; H = SENP6 block; I = SENP8 block-2
SMILES: O=C(O)c1cc(NC(=O)C2CCCO2)cc(C(=O)O)c1 (stereo not drawn)
  A: 12; B: -13; C: 29; D: -15; E: -4; F: 0; G: 1; H: -2; I: 17
SMILES: Oc1sc(C=Nc2ccc(F)cc2)c2ccccc12
  A: 47; B: 39; C: 10; D: 12; E: 5; F: 55; G: -18; H: -38; I: -67
SMILES: Cc1onc(-c2ccccc2)c1-c1csc(N/N=C/c2ccccc2)n1
  A: -3; B: -5; C: 4; D: 11; E: 2; F: 15; G: -4; H: 8; I: -74
SMILES: COc1cccc(OC)c1C(=O)NC(=S)Nc1ccc(S(=O)(=O)Nc2nccs2)cc1
  A: 5; B: 1; C: 13; D: 16; E: -1; F: -22; G: 3; H: 7; I: 23
SMILES: CCOc1ccc(OCc2ccc(C(=O)NC(C)C)o2)cc1
  A: -14; B: -6; C: 21; D: 1; E: -6; F: -11; G: 1; H: -7; I: -17
SMILES: CC(=O)c1c(C)[nH]c(C(=O)NC2=NCCS2)c1C
  A: 6; B: -2; C: 1; D: 10; E: -3; F: -7; G: -1; H: -6; I: 12
SMILES: CCOC(=O)C1CCN(C(=O)C2CCC(=O)N(CC3CCCCC3)C2)CC1 (stereo not drawn)
  A: 7; B: -9; C: 13; D: 4; E: 0; F: -13; G: 1; H: -4; I: 6
SMILES: Cc1cc(NC(=O)COc2ccc3ccccc3c2Br)no1
  A: -1; B: 5; C: 29; D: -9; E: 9; F: 10; G: -2; H: -13; I: -10
SMILES: O=C(Cn1nnc2ccccc21)c1ccc(Br)cc1
  A: 7; B: -4; C: 11; D: 1; E: 5; F: -11; G: 1; H: 6; I: 32
SMILES: CCOC(=O)C(C)(C)N(Cc1ccc(C)cc1)S(=O)(=O)c1ccc(Cl)c([N+](=O)[O-])c1
  A: -5; B: 0; C: 10; D: 11; E: 5; F: 3; G: 2; H: 3; I: 28
SMILES: CCC(C)[C@H](NS(=O)(=O)c1ccc(C)cc1)C(=O)N1CCC(C(=O)N2CCC(C(N)=O)CC2)CC1 (stereo partly drawn)
  A: -12; B: -7; C: -1; D: -5; E: -2; F: -9; G: 3; H: -4; I: 38
SMILES: O=C(CSc1nc2ccccc2c(=O)n1Cc1ccco1)N1CCCC1
  A: 4; B: 1; C: 11; D: -8; E: -13; F: -7; G: 0; H: -5; I: 8
